Screening results: PubChem BioAssay, several laboratories
TAAR1 agonist – human TAAR1 agonism. Q96RJ0. CHO RD-HGA16 TAAR1, Fluo-8 calcium fluorescence; vehicle wells 0%, saturating PEA agonist 100%. activation, % at 3 µM. 0.99% of 360,000 active. AID 624467;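 active = activation above the mean activation of all test compounds in the run plus 3 SD, cut at about 38% in these data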
Target sequence (Q96RJ0 whole entry, looked up): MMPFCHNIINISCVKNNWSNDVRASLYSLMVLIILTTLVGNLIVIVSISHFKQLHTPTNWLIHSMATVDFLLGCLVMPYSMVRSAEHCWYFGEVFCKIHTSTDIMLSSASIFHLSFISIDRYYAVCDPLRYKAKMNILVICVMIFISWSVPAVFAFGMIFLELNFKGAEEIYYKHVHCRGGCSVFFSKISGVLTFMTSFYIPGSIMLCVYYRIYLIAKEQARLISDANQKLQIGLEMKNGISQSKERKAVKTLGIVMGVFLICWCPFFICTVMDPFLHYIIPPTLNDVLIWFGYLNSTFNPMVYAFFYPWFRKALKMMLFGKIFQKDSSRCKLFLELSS
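Repeats: no replicates (n 1) | Material: CHO-derived RD-HGA16 cells with stable Gα16 and human TAAR1 | Technique: Kinetic Fluo-8 calcium fluorescence | Schedule: 17-24 h seeding, 75 min 37 °C dye, 30 min RT | Evaluation: % activation from peak over basal fluorescence ratio, DMSO-to-PEA scaled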
CHRM5 agonist – CHRM5 agonism in calcium assay; CHO-K1 hM5 cells, Fluo-8 calcium fluorescence; 0% DMSO wells, 100% maximal acetylcholine response; 0.19% of 360,000 active; AID 624037; activation, % at 3 µM; P08912;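 active = activation above the run's mean over test compounds plus 3 SD, cut at about 23% in these data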;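 also: signal is peak over basal fluorescence ratio across the kinetic read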
Target sequence (P08912 whole entry, looked up): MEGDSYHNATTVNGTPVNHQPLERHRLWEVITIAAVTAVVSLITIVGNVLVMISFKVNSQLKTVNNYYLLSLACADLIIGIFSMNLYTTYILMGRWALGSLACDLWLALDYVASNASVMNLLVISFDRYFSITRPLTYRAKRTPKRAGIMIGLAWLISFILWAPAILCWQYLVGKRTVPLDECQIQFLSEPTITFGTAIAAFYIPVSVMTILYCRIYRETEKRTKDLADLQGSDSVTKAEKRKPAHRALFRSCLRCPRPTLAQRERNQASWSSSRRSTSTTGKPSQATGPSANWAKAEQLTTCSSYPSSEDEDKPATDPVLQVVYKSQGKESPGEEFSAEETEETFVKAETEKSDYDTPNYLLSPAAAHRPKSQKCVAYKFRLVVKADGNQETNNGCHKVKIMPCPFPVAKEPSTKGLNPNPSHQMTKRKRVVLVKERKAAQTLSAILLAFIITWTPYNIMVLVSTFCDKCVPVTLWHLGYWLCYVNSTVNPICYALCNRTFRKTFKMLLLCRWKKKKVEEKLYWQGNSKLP
M5 PAM – potentiates acetylcholine response at human M5 receptor; 0.3% of 360,000 active; P08912; CHO-K1 hM5, Fluo-8 calcium, ACh EC20 PAM; 0% = ACh EC20, 100% = ACh EC100; activation, % at 3 µM;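 active = activation above the run cutoff, the mean activation of all test compounds plus 3 SD, cut at about 18% in these data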
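Probe or stimulus: acetylcholine, EC20 level; Assay system: human M5 receptor in CHO-K1 cells; Schedule: compound preincubation 140 s before EC20 acetylcholine addition; Technique: intracellular calcium via Fluo-8 fluorescence; Dosing: single-point, 3 µM nominal; Read-out basis: percent activation from peak-over-basal fluorescence ratio, scaled EC20-to-EC100 acetylcholine; Repeats: one well per compound, no replicates.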
CHO-K1 Ca PAM – M1 PAM counterscreen hit in parental CHO-K1 cells. 0.02% of 360,000 active. ATP EC20, Fluo-8 calcium fluorescence; 0% at ATP EC20, 100% at ATP max. activation, % at 3 µM;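 active = activation above the run cutoff, the mean activation of all test compounds plus 3 SD, cut at about 40% in these data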;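 also: peak over basal fluorescence ratio in a 140 s read after ATP addition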
CRFBP-R2 block – blocks CRF-induced signaling of the CRF-BP/CRF-R2 complex. HEK293 CRF-R2/CRF-BP, CRF-induced calcium fluorescence. inhibition, % at 11.8 µM. 0.59% of 350,000 active;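 active = inhibition of the ligand-induced calcium signal above about 50% at the single tested concentration, limit read from the data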
TAAR1 antag – antagonists of human TAAR1; CHO RD-HGA16 TAAR1, Fluo-8 calcium fluorescence, antagonist; 1.5% of 360,000 active; inhibition, % at 3 µM; Q96RJ0; AID 624466;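 active = inhibition above a per-plate cutoff, the mean inhibition of test compounds on that plate plus 3 SD, cut at about 49% in these data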;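 also: 0% = DMSO plus EC80 beta-PEA response and 100% = DMSO alone without agonist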
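Material: RD-HGA16 CHO cells with stable hTAAR1 and Gα16; Dosing: single nominal final test compound concentration of 3 µM; Schedule: seeding 17-24 h prior, 75-min 37 °C, 30-min RT dye loading; Detection: kinetic Fluo-8 calcium fluorescence measurement; Measure: % inhibition from peak post-agonist over basal fluorescence ratio; Benchmarks: vehicle and agonist controls.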
CRFR2-BP ag – agonists of human CRF-binding protein/CRF-R2 receptor complex | HEK293 CRF-R2/CRF-BP, calcium dye fluorescence (FLIPR); percent of saturating CRF peptide response | activation, % at 13.2 µM | 0.46% of 350,000 active | AID 588473;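 active = activation of at least 50%, plus an integration ratio under a set limit after plate pattern correction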;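 also: plate controls were neutral control wells without compound for no effect and CRF at EC100 for full effect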
CHRM4 PAM – positive allosteric modulators of human muscarinic M4 receptor; P08173; CHO-K1 hM4/Gqi5, Fluo-8 calcium fluorescence, ACh EC20; 0% = ACh EC20, 100% = maximal ACh; activation, % at 3 µM; 0.4% of 360,000 active; AID 624126;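 active = activation above its plate's cutoff, the mean activation of sample wells plus 3 SD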; also: some results filed as inactive read as strong as hits
M5 antag – blocks acetylcholine activation of human M5 receptor; CHO-hM5 cells, Fluo-8 calcium fluorescence, ACh EC80; inhibition, % at 3 µM; 0.59% of 360,000 active; AID 624040;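 active = inhibition above a per-plate cutoff, the mean of that plate's test compounds plus 3 SD, cut at about 27% in these data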;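 also: 0% = acetylcholine EC80 with DMSO and 100% = DMSO without agonist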
Active calls of the source: *; · = no result given.

Sequence of screens – TAAR1 agonist | CHRM5 agonist | M5 PAM | CHO-K1 Ca PAM | CRFBP-R2 block | TAAR1 antag | CRFR2-BP ag | CHRM4 PAM | M5 antag
[1] CN(C)S(=O)(=O)c1ccc(NC(=O)CN2CCCCCC2)cc1
 : 2 | -7 | -2 | -11 | -2 | 17 | -1.0 | -11 | 2
[2] O=C(O)c1cccc(Nc2nc(C(F)(F)F)nc3ccccc23)c1
 : 0 | 2 | -2 | -8 | 10 | 15 | 1.0 | -8 | 0
[3] CC(=O)NC(=S)NNC(=O)c1ccc(Br)cc1
 : 6 | -5 | -1 | 21 | -25 | 26 | -4.9 | 3 | 3
[4] CCOC(=O)C(=CNc1ccccc1C)C(=O)OCC
 : 7 | -3 | 17 | -7 | 5 | -8 | -1.7 | 22 | -16
[5] O=C(NC1=NCCS1)C1COc2ccccc2O1 (stereo not drawn)
 : 7 | -2 | 6 | 17 | -10 | 5 | 8.2 | -3 | -2
[6] CC(Sc1nc(-c2ccco2)nc2c1c(=O)n(C)c(=O)n2C)C(=O)O (stereo not drawn)
 : -1 | 5 | 5 | 18 | 20 | -7 | -2.6 | -3 | 8
[7] CC(=O)Nc1ccc(NC(=O)C(C)OC(=O)CCCc2c[nH]c3ccccc23)cc1 (stereo not drawn)
 : 2 | 4 | -9 | 3 | -2 | 2 | 1.4 | 10 | 5
[8] Cc1cc(C)nc(SCc2cc(=O)c(OC(=O)c3ccco3)co2)n1
 : 0 | 0 | -7 | 14 | 19 | -4 | 1.7 | -3 | 3
[9] Cc1nn(Cc2cccc(C(=O)NC(C)c3ccc(C(C)(C)C)cc3)c2)c(C)c1[N+](=O)[O-] (stereo not drawn)
 : 1 | -9 | -17 | 10 | 32 | 2 | 1.0 | -30 | -2
[10] COc1ccc(/C=C/C(=O)Nc2cc(S(=O)(=O)N3CCCCC3)ccc2N2CCCCC2)cc1OC
 : -2 | 0 | -6 | 2 | 23 | -7 | -1.1 | -6 | 2
[11] CCO/C=C1\N=C(c2ccc(F)cc2)OC1=O
 : 0 | 0 | -2 | 18 | 0 | 9 | -0.3 | -1 | -9
[12] COc1ccc(NC(=O)c2ccc(F)c(F)c2)c2ccccc12
 : 0 | -4 | -3 | 13 | 29 | -7 | -0.6 | 6 | 7
[13] COc1ccc(C2C=C(c3ccccc3)Nc3nc(CCCO)nn32)cc1 (stereo not drawn)
 : 14 | · | · | · | 5 | -9 | 39 | · | ·
[14] C=CCN1C(=NC(=O)CC)SC2CS(=O)(=O)CC21 (stereo not drawn)
 : 5 | -3 | -1 | 21 | -7 | 3 | 9.2 | 24 | -2
[15] COc1ccc(C(=O)/C(=C/N(C)C)S(=O)(=O)c2ccccc2)cc1
 : 4 | -4 | -2 | 20 | -2 | -11 | 0.7 | 0 | 0
[16] O=S(=O)(Nc1ccccc1N1CCCCC1)c1ccc(F)cc1F
 : 2 | -3 | 10 | 26 | 3 | -5 | 0.3 | 2 | -1
[17] COc1ccc([N+](=O)[O-])cc1NC(=O)COC(C)=O
 : -1 | -3 | 8 | 16 | 6 | -5 | 0.6 | -3 | 8
[18] O=C(Nc1ccc(C(=O)N2CCOCC2)cc1)Nc1cccc(C(F)(F)F)c1
 : 16 | 2 | -6 | 12 | 0 | 8 | -0.7 | 1 | 6
[19] COc1ccc(CNC(=O)COc2ccc(S(=O)(=O)N3CCCCC3)cc2)cc1
 : 0 | -3 | -4 | -17 | -25 | -4 | -3.8 | -5 | 0
[20] CCOc1ccccc1N(CC(=O)Nc1ccc(S(=O)(=O)N2CCOCC2)cc1)S(C)(=O)=O
 : 0 | 0 | 3 | 7 | 2 | -1 | -0.8 | -4 | 8
[21] c1ccc(SCCN2CCc3ccccc3C2)cc1
 : 70* | -9 | 6 | -1 | -7 | -6 | -1.3 | 7 | -4
[22] Cc1ccc(NC(c2ccccc2)c2nc3ccccc3[nH]c2=O)cc1 (stereo not drawn)
 : -2 | 1 | -5 | 19 | -4 | -29 | -2.0 | -9 | 15
[23] C=CCNC(=O)COC(=O)C1CCN(S(=O)(=O)c2ccc3c(c2)OCCO3)CC1
 : 1 | -6 | -3 | 7 | -9 | -3 | -1.1 | 1 | -4
[24] Nc1cc(-c2ccc(Br)cc2)[nH]n1
 : 4 | 0 | 5 | 11 | 6 | -2 | 1.2 | 14 | 4
[25] COc1ccc(CCNC(=O)c2ccc(-c3ccc([N+](=O)[O-])cc3Cl)o2)cc1
 : 15 | -3 | -14 | 20 | -7 | 21 | -1.7 | -24 | 1
[26] CC(=O)N1N=C(c2ccc(C)cc2)OC1c1ccc(C)cc1 (stereo not drawn)
 : 5 | 2 | -4 | -7 | 0 | -1 | -1.2 | 7 | 2
[27] Cc1ccc(C(=O)Nc2cccc(C(=O)NC3CCCCC3)c2)cc1
 : 0 | 0 | 0 | 7 | 12 | -3 | 1.9 | 0 | -3
[28] CCc1cccc(C)c1NC(=O)c1ccoc1C
 : 0 | -4 | 5 | -6 | 8 | 17 | 0.0 | 12 | -13
[29] CC1CCCN(S(=O)(=O)c2cccc([N+](=O)[O-])c2)C1 (stereo not drawn)
 : -1 | -15 | -2 | -17 | 2 | -16 | -1.0 | -5 | -1
[30] CC(C)CC(NC(=O)C(Cc1ccc(OCc2ccccc2)cc1)NC(=O)OC(C)(C)C)C(N)=O (stereo not drawn)
 : 7 | -4 | 3 | -2 | -23 | 16 | 1.0 | -1 | 2

14 entries from above, reformatted.
cpd	structure	TAAR1 agonist	CHRM5 agonist	M5 PAM	CHO-K1 Ca PAM	CRFBP-R2 block	TAAR1 antag	CRFR2-BP ag	CHRM4 PAM	M5 antag
1	CN(C)S(=O)(=O)c1ccc(NC(=O)CN2CCCCCC2)cc1	2	-7	-2	-11	-2	17	-1.0	-11	2
2	O=C(O)c1cccc(Nc2nc(C(F)(F)F)nc3ccccc23)c1	0	2	-2	-8	10	15	1.0	-8	0
3	CC(=O)NC(=S)NNC(=O)c1ccc(Br)cc1	6	-5	-1	21	-25	26	-4.9	3	3
4	CCOC(=O)C(=CNc1ccccc1C)C(=O)OCC	7	-3	17	-7	5	-8	-1.7	22	-16
5	O=C(NC1=NCCS1)C1COc2ccccc2O1 (stereo not drawn)	7	-2	6	17	-10	5	8.2	-3	-2
6	CC(Sc1nc(-c2ccco2)nc2c1c(=O)n(C)c(=O)n2C)C(=O)O (stereo not drawn)	-1	5	5	18	20	-7	-2.6	-3	8
7	CC(=O)Nc1ccc(NC(=O)C(C)OC(=O)CCCc2c[nH]c3ccccc23)cc1 (stereo not drawn)	2	4	-9	3	-2	2	1.4	10	5
8	Cc1cc(C)nc(SCc2cc(=O)c(OC(=O)c3ccco3)co2)n1	0	0	-7	14	19	-4	1.7	-3	3
9	Cc1nn(Cc2cccc(C(=O)NC(C)c3ccc(C(C)(C)C)cc3)c2)c(C)c1[N+](=O)[O-] (stereo not drawn)	1	-9	-17	10	32	2	1.0	-30	-2
10	COc1ccc(/C=C/C(=O)Nc2cc(S(=O)(=O)N3CCCCC3)ccc2N2CCCCC2)cc1OC	-2	0	-6	2	23	-7	-1.1	-6	2
11	CCO/C=C1\N=C(c2ccc(F)cc2)OC1=O	0	0	-2	18	0	9	-0.3	-1	-9
12	COc1ccc(NC(=O)c2ccc(F)c(F)c2)c2ccccc12	0	-4	-3	13	29	-7	-0.6	6	7
13	COc1ccc(C2C=C(c3ccccc3)Nc3nc(CCCO)nn32)cc1 (stereo not drawn)	14	·	·	·	5	-9	39	·	·
14	C=CCN1C(=NC(=O)CC)SC2CS(=O)(=O)CC21 (stereo not drawn)	5	-3	-1	21	-7	3	9.2	24	-2

The list continues:
Sequence of screens – TAAR1 agonist | CHRM5 agonist | M5 PAM | CHO-K1 Ca PAM | CRFBP-R2 block | TAAR1 antag | CRFR2-BP ag | CHRM4 PAM | M5 antag
[31] Cc1c(C(=O)NN)nn(-c2ccc(Cl)cc2)c(=O)c1C#N
 : 0 | 1 | 1 | 8 | 82* | -8 | 0.8 | -1 | 11
[32] COC(=O)c1cc(S(=O)(=O)NCCc2ccc(Cl)cc2)c[nH]1
 : 5 | 2 | -4 | 32 | -3 | -5 | -1.0 | 3 | -1
[33] CSc1cccc(NS(=O)(=O)c2cccc3nsnc23)c1
 : 0 | -3 | -10 | 23 | 0 | 9 | -1.0 | -6 | 1
[34] Cc1ccnc(NC(=O)CCC(=O)N(CC(=O)NCc2ccccc2)Cc2ccco2)c1
 : 7 | -3 | -14 | -5 | 11 | -1 | -1.7 | -4 | 9
[35] O=C(COC(=O)c1cc(S(=O)(=O)N2CCOCC2)ccc1O)NCC1CCCO1 (stereo not drawn)
 : 4 | -3 | -6 | -4 | 2 | -5 | -0.3 | 2 | 0
[36] COc1ccccc1CNC(=O)C/C(C)=N/NC(=O)COc1ccc(C)cc1Br
 : 2 | -3 | 0 | 29 | 6 | -32 | -0.4 | 0 | 0
[37] CCCCN1C(=O)C(CC(=O)NC2CCCCC2)CC(C(=O)N2CCOCC2)=C1C (stereo not drawn)
 : 2 | 3 | 5 | 12 | · | -14 | · | 0 | -6
[38] Cc1c(C)c2ccc(OCC(=O)Nc3ccccc3C(N)=O)cc2oc1=O
 : 3 | 3 | 4 | 20 | 12 | 5 | -0.9 | 11 | 7
[39] Cc1c(NS(=O)(=O)c2cc(C(=O)OCC(=O)N3CCC(C)CC3)ccc2Cl)c(=O)n(-c2ccccc2)n1C
 : -1 | -6 | 2 | -11 | 20 | -4 | -3.0 | -2 | 2
[40] O=C(CSc1ccccc1)Nc1ccc(N2CCOCC2)cc1
 : 10 | -3 | -2 | 15 | -13 | -2 | -1.4 | 7 | 2
[41] CCN(CC(=O)Nc1ccc(NC(C)=O)cc1)C(=O)/C=C/c1cn(-c2ccccc2)nc1-c1ccc(F)cc1
 : 2 | -4 | 5 | -1 | -7 | 15 | 0.0 | 2 | -14
[42] CCC/C(O)=C1\C(=O)CC(C)(C)CC1=Nc1ccc(OC)cc1OC
 : 6 | -4 | 5 | 9 | 5 | -19 | -2.1 | 6 | -11
[43] CCC(c1nc2ccccc2[nH]1)n1c(=O)c(-c2ccco2)nc2ccccc21 (stereo not drawn)
 : 0 | 0 | -1 | · | · | -22 | · | 5 | 5
[44] CC(=O)c1cccc(NC(=O)CN2C(=O)NC3(CCCCCCC3)C2=O)c1
 : -1 | 3 | -8 | 16 | -13 | -8 | -1.0 | -4 | -11
[45] O=C(Cn1c2ccccc2c(=O)c2ccccc21)N/N=C/c1ccc(N2CCCC2)c([N+](=O)[O-])c1
 : -1 | -2 | 2 | 22 | 46 | -7 | -2.2 | -5 | -2
